Compound activity from PubChem BioAssay.
GASC-1 inh – inhibitors of GASC-1 histone demethylase, primary screen, biochemical, fluorescence, DELFIA europium | GST-JMJD2C(1-420) H3K9me3 demethylation | Lysine-specific demethylase 4C (Homo sapiens), Q9H3R0 | inhibition, % at 2.35 µM | 330,000 tested, 0.069% active;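 active = more than half of a compound's replicate wells show inhibition beyond 50%, single wells judged on their own value; inconclusive = some, but no more than half, of replicates pass 50% inhibition; inactive = no replicate passes 50% inhibition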;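 note: signal counts dimethyl H3K9 product captured on neutravidin plate; 0% = median of DMSO wells and 100% = 0.3 times that DMSO median; strong numbers were not always called active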
VLA-4 inh – inhibition in human VLA-4 binding assay, primary screen, VLA-4 allosteric modulator project, MLPCN library, flow cytometry, VLA-4 expressing cells | Integrin alpha-4 (Homo sapiens), P13612 | 330,000 tested, 0.2% active | ligand binding flow cytometry | inhibition, % (about 7 µM as worked out from the volumes in the protocol); in the data active = inhibition above about 50%
Target sequence (P13612 whole entry, looked up): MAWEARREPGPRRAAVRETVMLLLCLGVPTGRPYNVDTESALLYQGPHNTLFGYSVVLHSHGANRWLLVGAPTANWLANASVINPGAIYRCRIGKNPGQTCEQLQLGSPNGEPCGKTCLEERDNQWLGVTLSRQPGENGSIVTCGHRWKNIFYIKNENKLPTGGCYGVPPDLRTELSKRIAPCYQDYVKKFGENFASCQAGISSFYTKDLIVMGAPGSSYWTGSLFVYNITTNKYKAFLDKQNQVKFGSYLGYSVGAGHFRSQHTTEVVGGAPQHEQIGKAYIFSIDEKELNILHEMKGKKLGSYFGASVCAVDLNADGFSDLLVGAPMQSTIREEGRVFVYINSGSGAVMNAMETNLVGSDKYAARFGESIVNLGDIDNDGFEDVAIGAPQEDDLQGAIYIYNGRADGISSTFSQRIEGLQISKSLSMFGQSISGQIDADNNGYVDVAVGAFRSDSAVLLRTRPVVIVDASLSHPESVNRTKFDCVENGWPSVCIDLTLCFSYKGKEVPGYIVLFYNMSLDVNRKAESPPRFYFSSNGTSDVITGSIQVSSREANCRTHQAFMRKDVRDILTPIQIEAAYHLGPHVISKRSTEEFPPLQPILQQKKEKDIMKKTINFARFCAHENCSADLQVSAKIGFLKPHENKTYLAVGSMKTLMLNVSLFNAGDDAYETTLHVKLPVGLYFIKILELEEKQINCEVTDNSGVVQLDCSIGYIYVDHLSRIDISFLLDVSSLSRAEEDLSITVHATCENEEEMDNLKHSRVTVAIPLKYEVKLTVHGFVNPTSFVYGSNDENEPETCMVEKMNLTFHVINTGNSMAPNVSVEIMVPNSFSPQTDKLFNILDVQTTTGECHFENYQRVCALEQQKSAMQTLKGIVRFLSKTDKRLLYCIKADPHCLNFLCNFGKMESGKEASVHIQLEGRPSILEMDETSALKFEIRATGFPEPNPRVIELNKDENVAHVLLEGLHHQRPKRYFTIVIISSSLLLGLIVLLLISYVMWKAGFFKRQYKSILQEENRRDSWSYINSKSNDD
MEP2-GFP yeast – modulators of MEP2-GFP levels in yeast, primary screen, S. cerevisiae, multiplex flow cytometry, MLPCN library | 330,000 tested, 0.51% active | GFP response vs DMSO, % at 10 µM | S. cerevisiae MEP2-GFP strain, 3 h; 100% = DMSO control level | AID 2016, 2009;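 active = GFP response versus DMSO above a set limit, roughly screen mean plus 3 SD, cut at about 180% in these data; inconclusive = fewer than 70 cells counted for a yeast strain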;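 note: median GFP fluorescence of the barcode-gated MEP2-GFP cells per well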
LAP4-GFP MLPCN – modulators of LAP4-GFP expression in yeast, primary screen, S. cerevisiae, multiplex flow cytometry, MLPCN library; GFP response vs DMSO, % at 10 µM; 320,000 tested, 0.34% active; 3 h; median GFP as percent of DMSO wells;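 active = GFP response vs DMSO above a set limit, about the screen mean plus 3 SD, cut at about 150% in these data; inconclusive = under 70 cell events counted for the yeast strain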
GRK2 inh – compounds blocking aptamer binding on GRK2 – biochemical, human GRK2, bead flow cytometry, HTS, primary screen; FAM-aptamer displacement from GRK2; inhibition of aptamer binding, % at 10 µM; 330,000 tested, 0.59% active; AID 488847, 2010;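 active = inhibition of aptamer binding above 40%, roughly 3 SD of noise, on plates passing a quality check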;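 note: median bead fluorescence of bound FAM aptamer so fluorescent compounds give negative values; no value below 0 was filed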
AGP1-GFP MLPCN – modulators of AGP1-GFP expression in yeast TOR pathway, primary screen, cell-based, multiplex flow cytometry, S. cerevisiae, MLPCN library. 3 h; GFP as percent of DMSO wells. GFP response vs DMSO, % at 10 µM. 320,000 tested, 0.02% active. AID 2066, 2009;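 active = GFP response relative to DMSO above a set limit, near screen average plus 3 SD, cut at about 150% in these data; inconclusive = fewer than 70 cells counted for the yeast strain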;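 note: median GFP channel fluorescence of the gated AGP1 strain per well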
CIT2 TOR yeast – modulators of CIT2-GFP expression in yeast, primary screen, S. cerevisiae, GFP fusion, multiplex flow cytometry, MLPCN library. 320,000 tested, 0.065% active. GFP response vs DMSO, % at 10 µM. S. cerevisiae CIT2-GFP strain, 3 h; 100 means same as DMSO wells;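 active = GFP response relative to DMSO above a set limit, near the screen mean plus 3 SD, cut at about 150% in these data; inconclusive = Fewer than 70 cells measured for a yeast strain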;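 note: ratio of well median GFP fluorescence to mean of DMSO wells on the plate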
RPL19A-GFP yeast – RPL19A-GFP expression modulators in yeast, primary screen, cell-based, S. cerevisiae, multiplex flow cytometry, MLPCN; 330,000 tested, 0.3% active; S. cerevisiae RPL19A-GFP strain, 3 h; hits give low values; percent response vs DMSO, % at 10 µM; AID 2025, 2009;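 active = percent response vs DMSO below 50%; inconclusive = fewer than 70 events counted for the yeast strain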;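 note: median channel GFP fluorescence of the barcoded RPL19A-GFP strain; ratio of sample median GFP to plate DMSO average so 100% = DMSO; lower means less RPL19A-GFP as with rapamycin TOR inhibition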
Starred values were filed as active, the others as inactive; ? = inconclusive; . = not tested or not shown. These rows are one share of the data, so the mix of outcomes need not match the whole.

SMILES | GASC-1 inh | VLA-4 inh | MEP2-GFP yeast | LAP4-GFP MLPCN | GRK2 inh | AGP1-GFP MLPCN | CIT2 TOR yeast | RPL19A-GFP yeast
COc1ccccc1NC(=O)COC(=O)c1cn(C)c2ccccc12 | 0 | -6 | 105 | 116 | 1 | 88 | 81 | 94
c1cncc(C2CCCCN2)c1 (configuration not stated) | 6 | -12 | 116 | 109 | 2 | 106 | 107 | 97
COc1cc2c3cc1Oc1cc(ccc1O)C[C@@H]1c4c(cc(OC)c(O)c4Oc4cccc(c4)C[C@@H]3N(C)CC2)CC[N+]1(C)C | . | 8 | 96 | 92 | 0 | 92 | 87 | 94
O=C1NC(=O)N(CCc2ccc(F)cc2)C(=O)/C1=C/c1cccs1 | 5 | 23 | 100 | 172* | 0 | 86 | 73 | 88
CCCNC(=O)N1[C@H]2CC[C@@H]1C(C(=O)OC)=C(c1ccc(OC(F)(F)F)cc1)C2 | 1 | 11 | 97 | 88 | 0 | 98 | 95 | 94
O=c1[nH]c(=O)n(C2CCCCC2)c(O)c1C=NCCCn1ccnc1 | 0 | 15 | 83 | 84 | 0 | 83 | 87 | 86
O=C(COc1ccc(Cl)cc1)N1CCN(Cc2ccccc2)CC1 | 0 | -7 | 100 | 103 | 0 | 102 | 100 | 98
CNCC(O)c1cc(F)c(OCc2ccccc2)c(OCc2ccccc2)c1F (configuration not stated) | -1 | 5 | 99 | 133 | 0 | 93 | 102 | 101
O=c1c2ccccc2nc(-c2ccccc2)n1-c1nccs1 | 5 | -1 | 105 | 103 | 2 | 97 | 100 | 102
CCCCOC(=O)COc1cc(C)cc2oc(=O)c3c(c12)CCC3 | 120 | -6 | 102 | 94 | 0 | 105 | 101 | 101
O=C(c1ccccc1F)N1CCC2(CC1)OCCO2 | -1 | -11 | 99 | 93 | 1 | 95 | 99 | 98
O=c1[nH]c(=O)n(Cc2ccccc2Cl)c(O)c1/C=C1/C=CC=N1 | -20 | 4 | 110 | 96 | 3 | 110 | 112 | 113
CCCCCCOc1ccc(CN2CCN(CCO)CC2)cc1 | ? | 0 | 104 | 104 | 0 | 103 | 106 | 100
S=C1CN=C(c2ccccc2Cl)c2cc(Cl)ccc2N1 | -6 | 6 | 96 | 108 | 0 | 97 | 87 | 101
CC1CCN(CCc2nc3ccccc3[nH]2)CC1 | 12 | 4 | 103 | 94 | 0 | 98 | 100 | 102
C[C@H]1C[C@@H](C)C(=O)[C@@H]([C@H](O)CC2CC(=O)NC(=O)C2)C1 | -16 | 0 | 81 | 137 | 0 | 53 | 44 | 57
CCOP(=O)(OCC)C(NC(=O)c1ccccc1)C(Cl)(Cl)Cl (configuration not stated) | -10 | 13 | 101 | 87 | 1 | 95 | 106 | 100
Cc1ccc(CC(=O)N2CCN(C)CC2)cc1 | -3 | 4 | 103 | 86 | 0 | 113 | 124 | 105
Cc1cc(OCC(=O)NCc2cccnc2)c2c3c(c(=O)oc2c1)CCCC3 | 14 | -11 | 102 | 110 | 1 | 111 | 110 | 99
COc1ccccc1CCNCc1cc2c(cc1[N+](=O)[O-])OCO2 | 6 | 7 | 101 | 94 | 0 | 99 | 86 | 97

6 structures already listed, arranged by length of the SMILES, lowest first:
SMILES | GASC-1 inh | VLA-4 inh | MEP2-GFP yeast | LAP4-GFP MLPCN | GRK2 inh | AGP1-GFP MLPCN | CIT2 TOR yeast | RPL19A-GFP yeast
S=C1CN=C(c2ccccc2Cl)c2cc(Cl)ccc2N1 | -6 | 6 | 96 | 108 | 0 | 97 | 87 | 101
O=C(COc1ccc(Cl)cc1)N1CCN(Cc2ccccc2)CC1 | 0 | -7 | 100 | 103 | 0 | 102 | 100 | 98
CCCCOC(=O)COc1cc(C)cc2oc(=O)c3c(c12)CCC3 | 120 | -6 | 102 | 94 | 0 | 105 | 101 | 101
COc1ccccc1CCNCc1cc2c(cc1[N+](=O)[O-])OCO2 | 6 | 7 | 101 | 94 | 0 | 99 | 86 | 97
O=c1[nH]c(=O)n(C2CCCCC2)c(O)c1C=NCCCn1ccnc1 | 0 | 15 | 83 | 84 | 0 | 83 | 87 | 86
Cc1cc(OCC(=O)NCc2cccnc2)c2c3c(c(=O)oc2c1)CCCC3 | 14 | -11 | 102 | 110 | 1 | 111 | 110 | 99

Next section
SMILES | GASC-1 inh | VLA-4 inh | MEP2-GFP yeast | LAP4-GFP MLPCN | GRK2 inh | AGP1-GFP MLPCN | CIT2 TOR yeast | RPL19A-GFP yeast
Nc1c([N+](=O)[O-])cc(F)c(N2CCNCC2)c1Br | 60 | 19 | 107 | 103 | 2 | 109 | 111 | 108
O=C(CN1C(=O)COc2ccccc21)N1CCC2(CC1)OCCO2 | 11 | -7 | 105 | 89 | 0 | 59 | 104 | 88
C(#CCN1CCOCC1)COC/C=C/c1ccccc1 | 1 | 20 | 93 | 87 | 2 | 93 | 96 | 92
CNC(C(=O)c1ccccc1)C(OC)c1ccc(C)cc1 (configuration not stated) | 1 | 3 | 92 | 88 | 0 | 91 | 95 | 101
COc1c(/C=C2/C(=O)NC(=O)N(C)C2=O)c(CCN(C)C(=O)c2ccccc2)cc2c1OCO2 | ? | -10 | 100 | 97 | 0 | 97 | 94 | 95
O=C1OCCN1P(=O)(c1ccccc1)c1ccccc1 | 1 | 3 | 101 | 100 | 0 | 108 | 108 | 103
CC(=O)N1CC(=O)Nc2ccc(C)cc2C1c1ccccc1 (configuration not stated) | 3 | -3 | 99 | 95 | 0 | 98 | 103 | 99
CCOc1c(Cl)cc(CNCCc2c[nH]c3ccccc23)cc1OC | -2 | 8 | 96 | 99 | 0 | 100 | 91 | 98
O=C1C(c2ccccc2)=C(N2CC2)c2ccccc21 | -4 | -19 | 109 | 104 | 0 | 100 | 95 | 103
Cc1nc2ccccc2c(=O)n1-c1ccc(F)cc1F | -18 | -5 | 93 | 110 | 0 | 103 | 100 | 95
